A3A deaminase = blocks human APOBEC3A ssDNA deamination; P31941; recombinant A3A, FAM/TAMRA ssDNA deamination fluorescence; inhibition, % at 20 µM; 0.41% of 330,000 active; AID 493011;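 active means at least 40% inhibition at 20 µM here, with at most 30% in a related deaminase screen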;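 further: plate controls were A3A with DMSO for no effect and wells lacking A3A enzyme for full effect; some results filed as inactive read as strong as hits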
Target sequence (P31941 whole entry, looked up): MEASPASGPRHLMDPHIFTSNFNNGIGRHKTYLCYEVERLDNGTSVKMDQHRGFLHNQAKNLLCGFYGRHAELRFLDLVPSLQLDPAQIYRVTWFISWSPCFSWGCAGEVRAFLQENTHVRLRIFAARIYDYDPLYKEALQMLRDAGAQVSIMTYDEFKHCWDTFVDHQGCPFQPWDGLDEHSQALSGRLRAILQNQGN
NALP3 yeast inh = blocks the NALP3 inflammasome reconstituted in yeast; inhibition, % at 10 µM; Yeast reconstituted NLRP3/ASC/caspase-1, beta-gal luminescence, 24 h; 0.39% of 330,000 active; AID 2825;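 active means inhibition of 50% or more; inactive means inhibition below 50%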;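 further: plate controls were induced DMSO wells for no effect and uninduced yeast grown without galactose for full effect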
hIAP inh = human IAP inhibition; P09923; purified IAP, CDP-Star luminescence, 30 min; inhibition, % at 10 µM; 0.12% of 330,000 active; AID 2544;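 active means inhibition reaching a set limit with compound at 10 µM in the primary screen, cut at about 35% in these data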;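 further: plate controls were DMSO wells with enzyme for no effect and no-enzyme buffer wells for full effect; values of inactives mirror those of a sister screen read the other way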
mIAP activ = mouse IAP activation | muIAP, CDP-Star luminescence, 30 min; stronger effect = higher value; 1 = vehicle-only enzyme signal, 0 = enzyme-free wells | activation factor at 10 µM | 0.24% of 330,000 active;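 active means activation factor of at least 2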; further: the source names both 10 and 20 µM as test concentration; values of inactives mirror those of a sister screen read the other way
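System: mouse IAP enzyme. Reagent: CDP-Star chemiluminescent phosphatase substrate. Benchmarks: DMSO wells, no-enzyme wells. Times: 30 min enzyme-substrate-compound incubation at room temperature. Detection: luminescence from enzymatic CDP-Star hydrolysis. Doses: test compounds delivered from DMSO solution.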
hIAP act = human IAP activation. 0.16% of 330,000 active. P09923. activation factor at 10 µM. AID 2524. purified human IAP, CDP-Star luminescence, 30 min; stronger effect = higher value; 1 = vehicle-only enzyme, 0 = enzyme-free background;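 active means activation factor of the enzyme at least 2-fold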; further: the source names both 10 and 20 µM as test concentration; values of inactives mirror those of a sister screen read the other way
A3G deaminase = APOBEC3G (human) deaminase inhibition | recombinant A3G, ssDNA deamination FAM/TAMRA fluorescence | 0.28% of 330,000 active | Q9HC16 | AID 493012 | inhibition, % at 20 µM;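 active means inhibition of at least 40% at 20 µM, with no more than 30% in the related APOBEC3A deaminase screen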;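 further: plate controls were DMSO wells with A3G for no effect and wells lacking A3G enzyme for full effect; some compounds called inactive have numbers as strong as hits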
Target sequence (Q9HC16 whole entry, looked up): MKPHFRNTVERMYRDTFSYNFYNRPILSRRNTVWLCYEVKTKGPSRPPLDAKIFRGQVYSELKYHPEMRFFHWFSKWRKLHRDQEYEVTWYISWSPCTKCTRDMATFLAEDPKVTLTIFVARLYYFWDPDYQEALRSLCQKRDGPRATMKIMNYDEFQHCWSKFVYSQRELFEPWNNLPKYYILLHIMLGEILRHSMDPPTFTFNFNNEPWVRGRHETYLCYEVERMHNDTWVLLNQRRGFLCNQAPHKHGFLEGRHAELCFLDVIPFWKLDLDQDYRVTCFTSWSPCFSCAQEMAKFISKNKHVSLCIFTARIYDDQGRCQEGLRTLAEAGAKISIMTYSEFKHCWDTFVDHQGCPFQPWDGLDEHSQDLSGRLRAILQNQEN
MIN6 prolif = induces beta-cell replication in MIN6 cells | MIN6 cells proliferation, ATPlite luminescence, 48 h; cells starved in 0.2% serum; 100% = growth in 10% serum | proliferation, % at 10 µM | 0.29% of 330,000 active;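 active means compounds whose signal lies at least 3.5 SD above the mean of all wells on their plate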;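 further: 0% = DMSO-treated cells in low-serum medium and 100% = 10% serum control; some compounds called inactive have numbers as strong as hits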
SENP1 inh = SENP1 (human) catalytic domain inhibition; Q9P0U3; recombinant SENP1 catalytic domain, CyPet-SUMO1-YPet FRET cleavage; inhibition, % at 10 µM; 0.21% of 360,000 active; AID 624204;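 active means inhibition at least 30% at 10 µM, raw YFP signal under a set limit, fluorescence ratio 0.5 to 1.5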;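 further: 0% = enzyme with DMSO and 100% = no enzyme wells; some results filed as inactive read as strong as hits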
Target sequence (Q9P0U3 419-644 limits assumed): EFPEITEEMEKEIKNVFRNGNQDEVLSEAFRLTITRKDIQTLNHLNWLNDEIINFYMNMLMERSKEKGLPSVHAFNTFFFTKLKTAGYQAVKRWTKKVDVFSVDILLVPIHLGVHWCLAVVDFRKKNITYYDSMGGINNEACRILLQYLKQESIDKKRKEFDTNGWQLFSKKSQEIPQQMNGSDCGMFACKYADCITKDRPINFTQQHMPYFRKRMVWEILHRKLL
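Compound: 10 µM single point, 0.5% DMSO; Test system: hSENP1 catalytic domain, recombinant; Timing: 50 min reaction at room temperature; Technique: FRET, CFP and YFP emission; Control set: no-enzyme wells low, DMSO-plus-enzyme wells high control.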
mIAP inh = blocks mouse intestinal alkaline phosphatase; purified mouse IAP, CDP-Star luminescence, 30 min; inhibition, % at 10 µM; 0.2% of 330,000 active;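 active means inhibition of at least 40% at 10 µM in the primary screen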;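 further: plate controls were DMSO with enzyme for no effect and no enzyme wells for full effect; values of inactives mirror those of a sister screen read the other way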
Active calls of the source: *. A portion of the library. The share of hits here may be higher or lower than overall.

SMILES	A3A deaminase	NALP3 yeast inh	hIAP inh	mIAP activ	hIAP act	A3G deaminase	MIN6 prolif	SENP1 inh	mIAP inh
O=S(=O)(Cc1cccc(F)c1)c1c[nH]c2ccccc12	3	1	8	1	0.92	1	-3	2	-4
CCOc1ccc(C2CC(=O)NC(SC)=C2C#N)cc1 (configuration not stated)	-3	-5	14	1	0.86	-9	-3	1	-2
O=S(=O)(c1ccc(-c2csc(-c3cccnc3)n2)cc1)N1CCCCC1	-3	-69	-20	0.94	1.2	-9	-4	-1	6
CCOC(=O)c1c(C)c(C(=O)NC(C)COC)c(C)n1C (configuration not stated)	-4	20	7	0.98	0.93	-6	0	-1	2
COc1ccc(-c2c(=O)n(OCc3ccccn3)c3ccccc3[n+]2[O-])cc1OC	-1	21	10	0.92	0.9	-4	1	0	8
CN(C)c1cc(-c2ccc(Cl)cc2Cl)oc(=O)c1Cl	-2	42	10	0.96	0.9	-8	-1	3	4
CN1c2ccccc2C2(C)CCCC3=Cc4cc([N+](=O)[O-])cc([N+](=O)[O-])c4OC312 (configuration not stated)	0	14	18	0.98	0.82	-6	-3	2	2
Cc1nc2ncnn2c(C)c1CCC(=O)Nc1csc(N)n1	1	3	7	1.1	0.93	-1	1	1	-8
CC(=O)Nc1cc2c(ccc3ccccc32)oc1=O	-3	-32	-4	1	1	-4	2	-9	0
CC(C)(C)NC(=O)Cn1c(Cl)nc2ccccc21	-7	17	-8	1.6	1.1	-19	-2	-1	-59
COc1ccc(S(=O)(=O)N2CCCC2CNC(=O)C(=O)NC2CC2)cc1 (configuration not stated)	-2	10	-5	1	1.1	-3	2	-1	-3
Cc1ccc2oc(=O)c3cnn(CC(=O)NCCN4CCOCC4)c3c2c1	-4	9	-6	0.95	1.1	-7	-2	2	5
CC1CC(C)CN(S(=O)(=O)c2ccc3oc(=O)ccc3c2)C1 (configuration not stated)	-2	-3	5	0.91	0.95	-6	5	1	9
COc1ccc(-n2nnnc2SCC(=O)NNC(=O)c2ccc([N+](=O)[O-])cc2)cc1	6	-4	-34	0.99	1.3	-5	-2	2	1
CCN(CC(=O)Nc1ccccc1C(F)(F)F)C(=O)CCOc1ccc(C)cc1	9	15	-5	0.99	1	-6	-4	-2	0
COc1ccc(C2c3ccc(O)cc3Oc3ncn(CC(C)C)c(=N)c32)cc1 (configuration not stated)	4	3	7	0.95	0.93	-4	-2	-63	5
COc1nc(N2CCCCCC2)nc(N2CCCCCC2)n1	-1	0	-2	1.1	1	-2	-5	-1	-7
CN(C)c1ccc(P(=O)(OCc2ccccc2)C(O)c2ccc(Cl)cc2)cc1 (configuration not stated)	5	24	8	1	0.92	11	0	-2	-4
Cc1cccc(NC(=O)NC(C)C(c2ccccc2)N2CCN(C)CC2)c1 (configuration not stated)	7	16	-18	1.2	1.2	-2	1	-1	-16
CC(C)c1ccc(/C=N/NC(=O)CC(=O)NC2CCCCC2)cc1	-1	6	-13	0.95	1.1	-1	-2	2	4
O=[N+]([O-])c1cccc(Oc2cnccn2)c1	1	24	13	0.96	0.87	2	0	-1	4
COC(=O)c1ccc(NC(=O)c2nc(S(=O)(=O)Cc3cccc(C)c3)ncc2Cl)cc1	-4	16	13	0.97	0.87	-10	-7	2	3
Cc1nc(SCc2nc3c(C)cccc3[nH]2)c2oc3ccccc3c2n1	-2	44	0	0.98	1	-6	-1	-4	2
CCn1c(N2CCN(C(=S)NC)CC2)nc2ccccc21	-2	13	-3	1	1	-8	-2	2	-1
CCCCn1c(N)c(N(CCOC)C(=O)c2cc3c(s2)CCCCC3)c(=O)[nH]c1=O	1	25	14	1	0.86	-13	1	-14	-1
SMILES	A3A deaminase	NALP3 yeast inh	hIAP inh	mIAP activ	hIAP act	A3G deaminase	MIN6 prolif	SENP1 inh	mIAP inh
Cc1ccc(C(=O)OCC(=O)NC(=O)c2cccn2C)cc1	-1	-3	9	1	0.91	-5	-1	-2	-1
O=C(CNc1cc(S(=O)(=O)N2CCCC2)ccc1OCC(F)(F)F)Nc1ccc(SC(F)F)cc1	1	6	19	1.4	0.81	-6	0	1	-40
O=C1N(Cc2ccccc2)CCCC12CCCN(Cc1ccccc1)C2=O	-15	-7	-8	0.99	1.1	-8	-4	2	1
CC(C)(C)C1CCC(=NNC(=O)c2cc(-c3ccccc3)n[nH]2)CC1 (configuration not stated)	0	-2	-30	1.1	1.3	-4	-4	1	-6
O=C(NCc1ccccc1Cl)C1CCN(S(=O)(=O)c2ccc(N3CCCC3=O)cc2)CC1	-2	11	-9	1.1	1.1	1	1	1	-5
Cc1cc(C)n(-c2nc(NC(C)C)nc(NC(C)C)n2)n1	-1	-3	-5	1	1	-5	-3	-1	-3
COc1ccc([N+](=O)[O-])cc1NC(=O)c1ccc(CN(c2ccc(C)c(C)c2)S(C)(=O)=O)cc1	-2	4	7	0.92	0.93	-5	-2	0	8
CC(=O)c1cccc(NC(=O)c2ccc(N(Cc3ccccc3C)S(C)(=O)=O)cc2)c1	1	6	-22	0.86	1.2	-2	-1	1	14
CCn1c(SCC(=O)N2CCOCC2)nnc1-c1cccs1	-6	5	8	1.1	0.93	-5	0	1	-10
Oc1ccccc1-c1csc(-c2ccccc2)n1	-3	20	12	0.88	0.88	-7	0	2	12
Nc1nnc(-c2ccccc2)c(-c2ccccc2)n1	-1	7	10	0.99	0.9	-3	-1	1	1
CCOC(=O)c1c(NC(=O)c2nc3n(n2)C(C(F)F)CC(C)N3)sc2c1CCCC2 (configuration not stated)	0	13	-26	0.97	1.3	-3	-1	0	3
Cc1nnc(-c2ccccc2)nc1N1CCOCC1	2	1	-4	0.97	1	-3	-4	2	2
CC(C)[C@H](NC(=O)N1c2ccccc2NC(=O)[C@@H]1C(C)C)C(=O)N[C@@H](C(=O)O)c1ccccc1	4	3	-6	0.98	1.1	-1	-2	-1	2
CC1CCN(C(=S)Nc2ccc3nc4n(c(=O)c3c2)CCCCC4)CC1	-1	4	-14	0.93	1.1	-4	0	0	7
COc1ccccc1N(C)S(=O)(=O)c1ccc(C(=O)O)cc1	1	-10	-10	1.1	1.1	-6	0	1	-5
CC/C(=N\NC(=O)Cc1ccc(Br)cc1)c1cccs1	3	5	13	1	0.87	0	0	0	0
CC1CCN(c2ccc3c(c2)S(=O)(=O)c2cccc(C(=O)NCc4ccc(F)cc4)c2C3=O)CC1	-3	16	17	0.92	0.83	-17	-1	-31	8
Cc1ccc(C(=O)OCC(=O)Nc2sc3c(c2C#N)CCCC3)cc1NC(=O)c1ccco1	-3	16	9	0.79	0.91	-6	0	-11	21
C#CCOCCOCCOCCNc1nc(N2CCN(C(=O)[C@H](CCCN=C(N)N)n3cc(C(N)[C@H](C)CC)nn3)CC2)nc(N2CCN(C(=O)[C@H](CC(N)=O)n3cc(C(N)[C@@H](C)CC)nn3)CC2)n1 (some centres not stated)	0	3	-4	1	1	1	1	1	-3
Fc1ccc(-c2nnc(SCc3ncc(-c4ccccc4)o3)n2CC2CCCO2)cc1 (configuration not stated)	-2	11	-2	1.1	1	-6	1	-1	-6
CC1CCCC(NC(=O)COC(=O)[C@@H]2CC(O)CN2S(=O)(=O)c2ccc3c(c2)OCCO3)C1C (some centres not stated)	5	-10	-21	1.2	1.2	-5	0	-1	-18
Cc1cc(-c2ccccc2)n2ncc(C#N)c2n1	3	22	2	0.96	0.98	0	-2	-1	4
O=C(CSc1nc2ccccc2n1-c1ccccc1)NCC1CCCO1 (configuration not stated)	0	31	9	0.97	0.91	0	-2	0	3
COc1ccc(NC(=O)CS(=O)(=O)c2ccccc2)cc1	-2	19	-1	1	1	-2	-1	1	-2
SMILES	A3A deaminase	NALP3 yeast inh	hIAP inh	mIAP activ	hIAP act	A3G deaminase	MIN6 prolif	SENP1 inh	mIAP inh
Cc1cc(NC(=O)CCC(=O)N(C(C(=O)NC(C)(C)C)c2ccccc2Cl)C(C)(C)C)no1 (configuration not stated)	3	4	9	0.91	0.91	1	-1	1	9
C=CCn1c(SC(C)C(=O)NCc2ccc3c(c2)OCO3)nnc1C1CCCCC1 (configuration not stated)	-2	10	-1	1.1	1	-6	2	2	-10
CCOC(=O)Cn1c(N2CCOCC2)nc2c1c(=O)[nH]c(=O)n2C	0	-5	-6	0.98	1.1	-4	-4	2	2
O=C1c2ccccc2-c2ccc(C(=O)N3CCOCC3)cc21	-3	3	15	0.97	0.85	-2	-1	-1	3
CS(=O)(=O)N(CC(=O)NCCc1ccccc1)C1CCCCC1	-5	10	-22	0.98	1.2	-5	-2	4	2
Cc1ccc(CN2CCCN(Cc3c(C)cc(C)cc3C)S2(=O)=O)cc1	-5	31	4	0.94	0.96	-9	-7	-2	6
Cc1ccc(/C=N/N=C2/NC(=O)C(CC(=O)Nc3ccc(Cl)cc3)S2)o1 (configuration not stated)	1	10	5	0.99	0.95	3	0	2	0
Cn1ccc2cc(-c3ccc4ncnc(NCc5cccs5)c4c3)ccc21	-5	10	-19	1.1	1.2	-4	-6	-5	-5
CCC(C)(C)n1nnnc1C(c1cccs1)N1CCN(Cc2ccccc2)CC1 (configuration not stated)	0	10	-18	1.1	1.2	1	-2	3	-5
O=C(N/N=C/c1ccc(-c2ccccc2[N+](=O)[O-])o1)c1cncc(Br)c1	0	-12	-4	0.8	1	-1	-2	-7	20
Cc1ccc(-n2cc(C(C)(C)C)[nH]c2=S)cc1	-2	26	2	0.95	0.98	-1	-3	-2	4
Cc1ccc(S(=O)(=O)NNC(=O)c2ccccc2O)cc1	0	8	13	0.95	0.87	-7	0	1	5
COC(=O)c1ccc(C(C(=O)NC2CCCCC2)N(Cc2ccc(F)cc2)C(=O)Cc2cccs2)cc1 (configuration not stated)	1	9	1	1.2	0.99	-7	-4	0	-16
CC(C)CNC(=O)c1cc([N+](=O)[O-])ccc1N1CCCCC1	0	10	5	0.94	0.95	0	-2	2	6
CCCOc1cccc(C2C(C(=O)c3cc4ccccc4o3)=C(O)C(=O)N2c2cc(C)on2)c1 (configuration not stated)	57*	12	-7	0.88	1.1	-5	-8	-81	12
O=C(O)c1cc(NS(=O)(=O)c2ccc(NC3CCCCC3)c([N+](=O)[O-])c2)cc(C(=O)O)c1	2	11	16	0.95	0.84	-12	-2	5	5
Cc1cc(S(=O)(=O)N2CCN(c3ccccc3C)CC2)ccc1F	-2	14	-7	0.96	1.1	-6	-4	-1	4
CC(=O)c1cccc(CN2CCCC(CCC(=O)NCc3ccc(F)c(F)c3)C2)c1 (configuration not stated)	14	9	17	1	0.83	-5	-2	-2	0

Shown with values under each structure: entries from further up
Order of values – A3A deaminase	NALP3 yeast inh	hIAP inh	mIAP activ	hIAP act	A3G deaminase	MIN6 prolif	SENP1 inh	mIAP inh
> Cn1ccc2cc(-c3ccc4ncnc(NCc5cccs5)c4c3)ccc21
→ -5	10	-19	1.1	1.2	-4	-6	-5	-5
> CCC(C)(C)n1nnnc1C(c1cccs1)N1CCN(Cc2ccccc2)CC1 (configuration not stated)
→ 0	10	-18	1.1	1.2	1	-2	3	-5
> O=C(N/N=C/c1ccc(-c2ccccc2[N+](=O)[O-])o1)c1cncc(Br)c1
→ 0	-12	-4	0.8	1	-1	-2	-7	20
> Cc1ccc(-n2cc(C(C)(C)C)[nH]c2=S)cc1
→ -2	26	2	0.95	0.98	-1	-3	-2	4
> Cc1ccc(S(=O)(=O)NNC(=O)c2ccccc2O)cc1
→ 0	8	13	0.95	0.87	-7	0	1	5
